Source: PubChem (National Center for Advancing Translational Sciences (NCATS))
TDP-43 yeast inh = inhibitors of TDP-43 toxicity in yeast; TDP-43 expressing yeast growth rescue, BacTiter-Glo, 24 h; hit rate 1.8% among 410,000; Potency, µM (doses to about 46.1 µM), without a hit: at the top dose growth rescue (activation), hits mostly activators; note: potency is the fitted concentration of half-maximal effect; % of control where 0% means no effect; nearly all actives have a fitted effect of over 50% in size
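Cell-based yeast growth screen: TDP-43 expression induced in galactose, inoculum OD600=0.02 after raffinose pregrowth to mid-log. Read-out BacTiter-Glo luminescence at 24 hr, 30 deg C; inhibition of toxicity seen as signal increase.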
Abeta yeast res = A-beta toxicity reversal in yeast; hit rate 0.063% among 410,000; yeast expressing A-beta42, growth rescue, OD600, 48 h; response scale: 0% DMSO, 100% iron-clioquinol control; Potency, µM (doses to about 46.1 µM), for inactives: at the highest dose growth rescue, most hits filed as activators; note: potency is the fitted concentration of half-maximal effect; nearly all actives have a fitted effect of over 55% in size
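Growth rescue measured by 600 nm absorbance after 48 h yeast culture at 30 C with compound. Values normalized between DMSO and an equimolar ferric chloride plus clioquinol control.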
pAkt inh = blocks phosphorylation of Akt; Neuro2A IGF-stimulated pAkt S473 HTRF, 20 min; hits give low values; activity change, % for hits at 50 µM; hit rate 0.32% among 360,000; AID 651550; in the data active = activity change below about -80%; inconclusive = mostly about -51% to -80%; note: % is set by controls: 0 for no effect and ±100 for the full control effect
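Single-point screen (50 µM final compound) in Neuro2A cells stimulated 20 min with 6 nM IGF at 37 deg C. After lysis, Ser473-phosphorylated Akt read by HTRF (ex 330 nm, em 615/665 nm) as the 665/615 ratio.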
GLP-1R inv ag = GLP-1 receptor (human) inverse agonism; Potency, µM (doses to about 38.3 µM), for the others: at the top dose activity change, negative = inhibition, usual class: inhibitors; hit rate 1.6% among 410,000; HEK293 GLP-1R CRE-luciferase, luminescence, 24 h; GLP-1R form is constitutively active; AID 624417; note: potency is the fitted concentration of half-maximal effect; % is set by controls: 0 for no effect and ±100 for the full control effect; nearly all actives have a fitted effect of over 55% in size
Target sequence (P43220 whole entry, looked up): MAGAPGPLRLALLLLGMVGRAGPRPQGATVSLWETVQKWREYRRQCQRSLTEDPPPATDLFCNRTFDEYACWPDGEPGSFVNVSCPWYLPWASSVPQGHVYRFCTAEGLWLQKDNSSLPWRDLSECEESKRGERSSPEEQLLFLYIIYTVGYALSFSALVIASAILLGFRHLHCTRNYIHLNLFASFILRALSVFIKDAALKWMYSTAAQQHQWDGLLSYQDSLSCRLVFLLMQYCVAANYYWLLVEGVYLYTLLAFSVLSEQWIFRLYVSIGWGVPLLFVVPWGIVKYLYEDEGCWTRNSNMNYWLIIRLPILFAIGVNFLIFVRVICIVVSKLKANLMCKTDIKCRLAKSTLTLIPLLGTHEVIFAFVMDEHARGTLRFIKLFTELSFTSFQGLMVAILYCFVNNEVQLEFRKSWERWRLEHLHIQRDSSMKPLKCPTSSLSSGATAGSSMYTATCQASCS
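Seeding at 200 cells/uL, 12 h culture, 24 hr compound treatment, then luciferase reagent and a luminescence read; cells are HEK293 stably expressing a constitutively active GLP-1R plus cAMP-responsive luciferase.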
FUS suppressor = rescues growth of FUS-expressing yeast; S. cerevisiae FUS-expressing, growth rescue, OD600, 24 h; Potency, µM (doses to about 76.6 µM), inactives show top-dose growth rescue (activation), actives largely listed as activators; hit rate 0.24% among 390,000; AID 1347120;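 note: potency is the fitted concentration of half-maximal effect; plate controls were DMSO vehicle for no effect and reference control for full effect; nearly all actives have a fitted effect of over 55% in size; some results filed as inactive show a strong effect at the top dose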
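Yeast expressing FUS under galactose induction, OD 0.005 in 2% galactose medium; compounds in a dilution series, 24 h at 30C. Growth rescue by absorbance at 600 nm; CP55940 positive control, DMSO negative.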
HEK293 tox = cytotoxic in the GLP-1 receptor inverse agonist counter-screen | HEK293 cAMP-luciferase reporter cells, luminescence, 24 h | Potency, µM (doses to about 38.3 µM), without a hit: at the highest dose activity change, negative = inhibition, hits mostly inhibitors | hit rate 0.13% among 410,000;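 note: loss of luciferase light is scored as toxicity; potency is the fitted concentration of half-maximal effect; % is set by controls: 0 for no effect and ±100 for the full control effect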
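MLSMR compounds, 24 hr on cells at 37 deg C/5% CO2; luminescence after luciferase reagent (12 min RT). Inhibition counted as the undesired cytotoxic outcome.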
aSyn rescue = inhibitors of alpha-synuclein toxicity in yeast; hit rate 0.14% among 370,000; Potency, µM (top dose mostly 46.1 µM), for the others: at the top dose growth rescue (activation), usual class: activators; Yeast expressing alpha-synuclein, growth rescue, BacTiter-Glo, 24 h; note: potency is the fitted concentration of half-maximal effect; % of control where 0% means no effect; nearly all actives have a fitted effect of over 65% in size
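Screening used galactose-induced yeast with toxic alpha-synuclein levels, exposed to compound for 24 hr at 30 deg C. Cell growth, read with BacTiter-Glo luminescence, gave the measured signal.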
Mm-Cpn inhibitor = blocks the Methanococcus maripaludis chaperonin Mm-Cpn; AID 504842; Potency, µM (doses to about 76.9 µM), inactives show at the top dose activity, negative = inhibition, actives largely listed as inhibitors; purified Mm-Cpn ATPase, ADP Transcreener TR-FRET; hit rate 0.031% among 330,000; note: potency is the fitted concentration of half-maximal effect; % is set by controls: 0 for no effect and ±100 for the full control effect; nearly all actives have a fitted effect of over 80% in size
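Reaction buffer contained 30 mM Tris pH 7.4, 100 mM KCl, 5 mM MgCl2 and 1 mM DTT. Mm-CPN (25 nM final) hydrolysed 10 uM ATP over 30 min at 37°C; ADP was read by HTRF.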
PTHR1 ag = agonists of human PTHR1 parathyroid hormone receptor; HEK293 GP2 PTHR1 cells, GloSensor cAMP luminescence, 1 h; Potency, µM (highest dose often 115 µM), inactives show at the highest dose activation, usual class: activators; hit rate 0.075% among 410,000; note: potency is the fitted concentration of half-maximal effect; nearly all actives have a fitted effect of over 55% in size; some results filed as inactive show a strong effect at the top dose; inactives centre near -15; many of its hits are not listed in these tables
Target sequence (Q03431 whole entry, looked up): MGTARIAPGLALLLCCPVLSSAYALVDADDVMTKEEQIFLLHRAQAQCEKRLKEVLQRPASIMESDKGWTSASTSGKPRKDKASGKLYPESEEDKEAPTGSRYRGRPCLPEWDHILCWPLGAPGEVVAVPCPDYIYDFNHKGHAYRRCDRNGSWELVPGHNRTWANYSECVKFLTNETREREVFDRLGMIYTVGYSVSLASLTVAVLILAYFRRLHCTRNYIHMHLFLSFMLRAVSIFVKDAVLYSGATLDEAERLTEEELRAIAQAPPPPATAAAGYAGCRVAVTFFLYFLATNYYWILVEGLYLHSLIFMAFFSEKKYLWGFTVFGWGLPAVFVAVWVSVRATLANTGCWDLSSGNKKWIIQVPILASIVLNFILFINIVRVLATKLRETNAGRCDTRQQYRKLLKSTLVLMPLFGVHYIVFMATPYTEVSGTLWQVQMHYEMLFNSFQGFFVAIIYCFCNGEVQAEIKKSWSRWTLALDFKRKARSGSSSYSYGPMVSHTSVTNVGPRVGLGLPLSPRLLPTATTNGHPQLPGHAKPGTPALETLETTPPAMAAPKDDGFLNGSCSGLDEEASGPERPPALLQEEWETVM
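HEK-293-derived GP2 cells expressing PTHR1 and a GloSensor cAMP reporter, 3,000/well, plated overnight, given luciferin plus IBMX (each 0.5 mM as added) for 1 h at 37 °C, then compound for 1 h at 37 °C. Luminescence was read after 15 min at room temperature.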
* marks the source's active call; other numbers are inactive results; [ ] = another dose, or the depositor's remark. Unless noted, calls come from the whole dose curve; as a rule, active = well fitted curve in the direction sought with a large enough effect; inconclusive = small, poorly fitted or top-dose-only effect, or another doubt; inactive = no such curve, though single readings can be large; an effect the other way counts as inactive or inconclusive.

For O=C(/C(C=Nc1cccc(C(F)(F)F)c1)=C(/O)c1ccco1)C(F)(F)F the results were TDP-43 yeast inh 3%, Abeta yeast res 7%, pAkt inh inactive, GLP-1R inv ag 1%, HEK293 tox 47%[activator], aSyn rescue 3%, Mm-Cpn inhibitor -3% and PTHR1 ag inactive.
Screening O=C(Nc1ccccc1)C(=O)c1cn(CC(=O)N2CCCCC2)c2ccccc12 returned TDP-43 yeast inh -13%, Abeta yeast res -3%, pAkt inh inactive, GLP-1R inv ag inconclusive, FUS suppressor 45%, HEK293 tox 2%, aSyn rescue -5%, Mm-Cpn inhibitor -18% and PTHR1 ag -20%.
CC(=O)c1ccc(NC(=S)N2CC(C)CC(C)C2)cc1 (stereo unspecified) was read as TDP-43 yeast inh 0%, Abeta yeast res 8%, pAkt inh inactive, GLP-1R inv ag -23%, HEK293 tox -13%, aSyn rescue 9%, Mm-Cpn inhibitor -2% and PTHR1 ag inactive.
For COc1ccc(S(=O)(=O)N2CCCCC2C(=O)O)cc1OC (stereo unspecified) the results were TDP-43 yeast inh 4%, Abeta yeast res 8%, pAkt inh inactive, GLP-1R inv ag 10%, FUS suppressor 5%, HEK293 tox 2%, aSyn rescue 18%, Mm-Cpn inhibitor -2% and PTHR1 ag inactive.
`Cc1ccc(Cl)cc1NC(=O)COCc1cc(-c2ccco2)on1` gave TDP-43 yeast inh inconclusive, Abeta yeast res -1%, GLP-1R inv ag -21%, FUS suppressor 43%, HEK293 tox 0% and PTHR1 ag inconclusive.
COc1ccc2sc(N(Cc3cccnc3)C(=O)c3ccc4c(c3)OCCO4)nc2c1 was read as TDP-43 yeast inh inconclusive, Abeta yeast res 2%, GLP-1R inv ag -21%, FUS suppressor 4%, HEK293 tox 4% and PTHR1 ag -43%.
For Cc1c(NC(=S)N/C(=N/S(=O)(=O)c2ccccc2)c2ccccc2)c(=O)n(-c2ccccc2)n1C the results were TDP-43 yeast inh 6%, Abeta yeast res -3%, pAkt inh inactive, GLP-1R inv ag 4%, FUS suppressor -3%, HEK293 tox 1%, aSyn rescue -7%, Mm-Cpn inhibitor 0% and PTHR1 ag -8%.
For CCOC(=O)CSc1nc(-c2ccc(OCC)cc2)cc(C(F)(F)F)c1C#N the results were TDP-43 yeast inh 3%, Abeta yeast res -8%, GLP-1R inv ag 2%, FUS suppressor -28%, HEK293 tox -8% and PTHR1 ag inactive.
O=S(=O)(c1ccc(Br)cc1)c1nc(-c2cccs2)oc1SCc1ccc(F)cc1 was read as TDP-43 yeast inh 2%, Abeta yeast res -2%, GLP-1R inv ag inconclusive, FUS suppressor 18%, HEK293 tox -4% and PTHR1 ag -1%.
Screening CC(=O)c1ccccc1N(C(=O)c1ccco1)C(C(=O)NC1CCCC1)c1ccc(N2CCOCC2)cc1 (stereo unspecified) returned TDP-43 yeast inh -4%[9.22 µM], Abeta yeast res -5%, pAkt inh inactive, GLP-1R inv ag 21%, FUS suppressor 6%, HEK293 tox 2%, aSyn rescue 10%, Mm-Cpn inhibitor 0% and PTHR1 ag inactive.
Screening O=C(CC1NCCNC1=O)Nc1ccc2c(c1)OCCO2 (stereo unspecified) returned TDP-43 yeast inh -13%, Abeta yeast res -1%, pAkt inh inactive, GLP-1R inv ag 6%, FUS suppressor 29%, HEK293 tox 7%, aSyn rescue 5%, Mm-Cpn inhibitor 0% and PTHR1 ag -2%.
CN(Cc1ccccc1)C(=O)c1ccc(NC(=O)Cc2ccc(NC(=O)C3CCCN(C(=O)C4CCCCC4)C3)cc2)cc1 (stereo unspecified) was read as TDP-43 yeast inh 10%, Abeta yeast res 0%, pAkt inh inactive, GLP-1R inv ag -21%, FUS suppressor inconclusive, HEK293 tox 0%, aSyn rescue -23% and PTHR1 ag -69%[inhibitor].
CCOC(=O)C1CCN(C(=O)CS(=O)(=O)Cc2nc(-c3ccccc3Cl)oc2C)CC1 was read as TDP-43 yeast inh 19%, Abeta yeast res 6%, pAkt inh inactive, GLP-1R inv ag -24%, FUS suppressor -4%, HEK293 tox 13%, aSyn rescue -1%, Mm-Cpn inhibitor -1% and PTHR1 ag -2%.
Screening Nc1cc(N)nc(SCC(=O)N2CCN(C(=O)c3ccco3)CC2)n1 returned TDP-43 yeast inh -2%, Abeta yeast res -3%, pAkt inh inactive, GLP-1R inv ag 5%, FUS suppressor 18%, HEK293 tox 5%, aSyn rescue 2%, Mm-Cpn inhibitor 1% and PTHR1 ag inactive.
Screening Cc1ccc(S(=O)(=O)N2CCC(C(=O)OCC(=O)N(Cc3ccccc3)C(C)C)CC2)cc1C returned TDP-43 yeast inh 16%, Abeta yeast res 3%, pAkt inh inactive, GLP-1R inv ag 13%, FUS suppressor -21%, HEK293 tox 4%, aSyn rescue 2% and PTHR1 ag -26%.
COc1ccc(-c2csc3nc(-c4ccccc4C)oc(=O)c23)cc1OC was read as TDP-43 yeast inh 7%, Abeta yeast res -12%, GLP-1R inv ag 11%, FUS suppressor 6%, HEK293 tox 0% and PTHR1 ag inactive.
Screening COc1cc(C2C(C#N)=C(N)Oc3c2ccc2ccccc32)ccc1OCC(=O)Nc1ccccc1C (stereo unspecified) returned TDP-43 yeast inh 14%, Abeta yeast res 10%, pAkt inh -104%*, GLP-1R inv ag -17%, FUS suppressor inconclusive, HEK293 tox -38%, aSyn rescue 22%, Mm-Cpn inhibitor -16% and PTHR1 ag inactive.
`COC(=O)C1CCN(C(=O)Cc2ccc(OC)c(OC)c2)CC1` gave TDP-43 yeast inh 3%, Abeta yeast res 3%, pAkt inh inactive, GLP-1R inv ag 8%, FUS suppressor -29%, HEK293 tox 1%, aSyn rescue 3%, Mm-Cpn inhibitor 3% and PTHR1 ag inactive.
Screening C[C@@H]1CN([C@H](C)CO)C(=O)Cc2cc(NC(=O)CCC(F)(F)F)ccc2O[C@@H]1CN(C)C(=O)NC1CCCCC1 returned TDP-43 yeast inh -13%, Abeta yeast res -11%, pAkt inh inactive, GLP-1R inv ag 16%, FUS suppressor 14%, HEK293 tox -6%, aSyn rescue -1%, Mm-Cpn inhibitor -2% and PTHR1 ag -1%.
For N[C@@H](Cc1ccccc1)C(=O)N1CCC(C(=O)N[C@@H](CCC(=O)O)C(=O)O)CC1 the results were TDP-43 yeast inh 14%, Abeta yeast res -7%, pAkt inh inactive, GLP-1R inv ag 15%, FUS suppressor -39%, HEK293 tox 0%, aSyn rescue -1%, Mm-Cpn inhibitor -4% and PTHR1 ag inactive.
`O=C(Nc1ccc(Cl)c(Cl)c1)N1CCOCC1` gave TDP-43 yeast inh inconclusive, Abeta yeast res -1%, pAkt inh inactive, GLP-1R inv ag 22%, FUS suppressor 1%, HEK293 tox -6%, aSyn rescue -3%, Mm-Cpn inhibitor 0% and PTHR1 ag -1%.
COC(=O)c1c(NC(=O)COc2cccc(C(F)(F)F)c2)sc2c1CCCC2 was read as TDP-43 yeast inh 26%, Abeta yeast res -1%, GLP-1R inv ag 7%, FUS suppressor -3%, HEK293 tox 5% and PTHR1 ag inactive.
For O=C(CSCc1nc2scc(-c3cccs3)c2c(=O)[nH]1)Nc1ccccn1 the results were TDP-43 yeast inh 7%, Abeta yeast res -5%, pAkt inh inactive, GLP-1R inv ag 7%, HEK293 tox -9%, aSyn rescue 0%, Mm-Cpn inhibitor -2% and PTHR1 ag -8%.
CN(C)c1nnnn1-c1cccc(Oc2ncc(C(F)(F)F)cc2Cl)c1 was read as TDP-43 yeast inh 23%, Abeta yeast res 10%, pAkt inh inactive, GLP-1R inv ag inconclusive, FUS suppressor 1%, HEK293 tox 2%, aSyn rescue 0%, Mm-Cpn inhibitor -1% and PTHR1 ag -23%.
`COc1ccc(COC(=O)C2CCN(S(=O)(=O)c3ccc(C)cc3)CC2)cc1` gave TDP-43 yeast inh 14%, Abeta yeast res -7%, pAkt inh inactive, GLP-1R inv ag -15%, FUS suppressor 15%, HEK293 tox 5%, aSyn rescue -3%, Mm-Cpn inhibitor -1% and PTHR1 ag -8%.
For Cc1nc2cc(-c3ccccc3)nn2c(C)c1CCC(=O)NCc1ccco1 the results were TDP-43 yeast inh 20%, Abeta yeast res -14%, pAkt inh inactive, GLP-1R inv ag 3%, FUS suppressor -7%, HEK293 tox 0%, aSyn rescue 3%, Mm-Cpn inhibitor 1% and PTHR1 ag inactive.
For O=S(=O)(NCc1cccs1)c1cccc2cccnc12 the results were TDP-43 yeast inh -10%, Abeta yeast res 5%, GLP-1R inv ag -24%, FUS suppressor 10%, HEK293 tox 6%, aSyn rescue 7%, Mm-Cpn inhibitor 0% and PTHR1 ag inactive.
`Cc1ccc(C)c(NC(=O)C2CC(O)CN2C(=O)OC(C)(C)C)c1` (stereo unspecified) gave TDP-43 yeast inh 4%, Abeta yeast res -2%, pAkt inh inactive, GLP-1R inv ag 7%, FUS suppressor 16%, HEK293 tox -2%, aSyn rescue 4%, Mm-Cpn inhibitor -1% and PTHR1 ag inactive.
CC(=O)Nc1ccc(N/C=C/C(=O)C(C)(C)C)cc1 was read as TDP-43 yeast inh -15%, Abeta yeast res 3%, pAkt inh inactive, GLP-1R inv ag 14%, FUS suppressor 7%, HEK293 tox -9%, aSyn rescue 0%, Mm-Cpn inhibitor -2% and PTHR1 ag -2%.

Only part of the results is shown, so the mix of outcomes need not match the whole.
